D3 antag: antagonists of human D3 dopamine receptor; P35462; D3R cells, DiscoveRx beta-arrestin luminescence, antagonist mode; active compounds read low; max response, negative = inhibition, %; 360,000 tested, 2.5% active; AID 652054; in the data active means max response below about -50%; inconclusive means no clear call, values can overlap the other calls; further: on the % scale 0 is the no-effect control and ±100 the full control effect; mostly tested at two doses, the higher about 12 µM
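Cells plated overnight at 1500 cells/well, then exposed to library compounds with dopamine controls for 90 minutes at 37 degrees C. DiscoveRx reagent added for 30–60 minutes at room temperature; luminescence read, quantitative HTS format.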
PTHR1 ag: PTHR1 (human) receptor agonism | Potency, µM (series often up to 115 µM), without a hit: at the top dose activation, hits mostly activators | HEK293 GP2 PTHR1 cells, GloSensor cAMP luminescence, 1 h | AID 743266 | Q03431 | 410,000 tested, 0.075% active; further: potency means the concentration at half of the fitted maximal effect; nearly all actives have a fitted effect of over 55% in size; some results filed as inactive show a strong effect at the top dose; inactives centre near -15; many of its hits are not listed in these tables
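HEK-293-derived GP2 cells expressing PTHR1 and a GloSensor cAMP reporter, 3,000/well, plated overnight, given luciferin plus IBMX (each 0.5 mM as added) for 1 h at 37 °C, then compound for 1 h at 37 °C. Luminescence was read after 15 min at room temperature.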
EPAC2 antagonist: blocks human EPAC2 exchange factor; Potency, µM (titrated, usually from 114 µM), for inactives: at the top dose activity, negative = inhibition, actives largely listed as inhibitors; AID 720708; EPAC2 GEF exchange of Rap1B-BODIPY-GDP, fluorescence; 360,000 tested, 0.18% active; Q8WZA2; further: potency means the concentration at half of the fitted maximal effect; on the % scale 0 is the no-effect control and ±100 the full control effect; nearly all actives have a fitted effect of over 45% in size; many of its hits are not listed in these tables
Target sequence (Q8WZA2 whole entry, looked up): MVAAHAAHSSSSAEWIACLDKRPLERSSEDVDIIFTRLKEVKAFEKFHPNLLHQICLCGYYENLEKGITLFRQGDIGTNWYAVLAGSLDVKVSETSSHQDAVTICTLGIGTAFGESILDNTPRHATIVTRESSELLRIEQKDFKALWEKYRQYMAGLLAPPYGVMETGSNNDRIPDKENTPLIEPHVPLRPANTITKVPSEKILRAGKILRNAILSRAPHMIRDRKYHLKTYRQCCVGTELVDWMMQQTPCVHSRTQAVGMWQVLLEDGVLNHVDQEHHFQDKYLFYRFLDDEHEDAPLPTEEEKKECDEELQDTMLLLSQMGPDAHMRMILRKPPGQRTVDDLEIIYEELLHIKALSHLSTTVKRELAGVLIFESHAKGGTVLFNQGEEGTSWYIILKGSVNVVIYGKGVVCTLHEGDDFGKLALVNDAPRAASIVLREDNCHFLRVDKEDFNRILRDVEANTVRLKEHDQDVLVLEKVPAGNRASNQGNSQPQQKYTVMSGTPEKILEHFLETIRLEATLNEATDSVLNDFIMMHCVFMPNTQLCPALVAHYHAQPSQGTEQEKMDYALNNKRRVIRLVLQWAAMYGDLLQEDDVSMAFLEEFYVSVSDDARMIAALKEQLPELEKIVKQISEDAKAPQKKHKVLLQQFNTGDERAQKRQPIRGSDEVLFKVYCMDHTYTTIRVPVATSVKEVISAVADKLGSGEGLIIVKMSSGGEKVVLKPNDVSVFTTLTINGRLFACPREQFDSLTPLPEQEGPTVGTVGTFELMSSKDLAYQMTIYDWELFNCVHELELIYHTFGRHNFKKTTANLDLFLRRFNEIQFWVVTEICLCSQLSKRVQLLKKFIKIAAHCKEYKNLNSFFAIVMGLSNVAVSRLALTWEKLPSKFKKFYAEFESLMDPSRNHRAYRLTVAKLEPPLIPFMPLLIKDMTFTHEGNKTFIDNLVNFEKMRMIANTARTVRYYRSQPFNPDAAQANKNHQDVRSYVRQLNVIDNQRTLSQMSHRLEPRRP
DRD3 agonist: agonists of human D3 dopamine receptor | D3R DiscoveRx beta-arrestin cells, luminescence, 90 min | max activation, % | 410,000 tested, 0.58% active | AID 652048; in the data active means max activation above about 30%; further: 0% is about no effect; mostly tested at two doses, the higher about 12 µM
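Agonist mode: compounds and dopamine controls were applied to plated cells for 90 min at 37 degrees C after an overnight attachment at 1500 cells/well. Luminescent read-out followed 30 - 60 minutes at room temperature with DiscoveRx detection reagent.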
EPAC2 agonist: agonists of human EPAC2 (RAPGEF4); 360,000 tested, 0.079% active; Potency, µM (highest dose often 154 µM), for the others: at the top dose activation, hits mostly activators; EPAC2 activation, biochemical qHTS; response scale: 100% = 6.5 mM cAMP response; further: potency means the concentration at half of the fitted maximal effect; nearly all actives have a fitted effect of over 50% in size
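Each well held 100 nM EPAC2, 250 nM RAP1B-BODIPY-GDP and 50 uM GDP. Fluorescence, read at 5-min intervals to 30 min, was referenced to a 6.5 mM cAMP positive control.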
Mm-Cpn inhibitor: M. maripaludis TRiC chaperonin inhibition; 330,000 tested, 0.031% active; purified Mm-Cpn ATPase, ADP Transcreener TR-FRET; Potency, µM (titrated, usually from 76.9 µM), inactives show at the highest dose activity, negative = inhibition, usual class: inhibitors; further: potency means the concentration at half of the fitted maximal effect; on the % scale 0 is the no-effect control and ±100 the full control effect; nearly all actives have a fitted effect of over 80% in size
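Eu-cryptate anti-ADP/ADP-d2 competition gives a ratio inversely related to ADP. Enzyme at 25 nM was pre-exposed to compound for 10 min, then given 10 uM ATP for 30 min, 37°C throughout.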
Akt phos inh: Akt phosphorylation inhibition; Neuro2A IGF-stimulated pAkt S473 HTRF, 20 min; active compounds read low; activity change, % for hits at 50 µM; 360,000 tested, 0.32% active; in the data active means activity change below about -80%; inconclusive means mostly about -51% to -80%; further: on the % scale 0 is the no-effect control and ±100 the full control effect
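Neuro2A cells (4,500/well, DMEM with 0.5% FBS) were treated with compound at a single 50 µM final concentration, stimulated with 6 nM IGF for 20 min at 37 °C, and lysed. Phospho-Akt Ser473 was read by HTRF as 665/615 ratio ×10^4.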
CCT chaperon mod: cytosolic chaperonin activity modulation. activity change, % (no concentration beside the values), hits read low. AID 651819. 360,000 tested, 0.3% active. purified chaperonin ATPase assay, HTRF ADP detection, 30 min; in the data active means activity change below about -30%; further: on the % scale 0 is the no-effect control and ±100 the full control effect
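Enzyme 40 or 20 nM (batch-dependent) in Tris pH 7.4/KCl/MgCl2/DTT; cpd 76 uM single point; ATP 10 uM; 30 min 37 °C; Transcreener ADP HTRF detection, 30 min RT; ratio 665/615.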
* = called active by the depositor; i = inactive; ? = inconclusive; · = not tested or not shown; & = joins results of further samples; [ ] = dose if it differs, or a comment. Unless noted, the call rests on the fitted dose curve; in most records, active means well fitted curve in the direction sought with a large enough effect; inconclusive means small, poorly fitted or top-dose-only effect, or another doubt; inactive means no such curve, though single readings can be large; an effect the other way counts as inactive or inconclusive.

Results follow in this order: Akt phos inh, D3 antag, EPAC2 antagonist, EPAC2 agonist, DRD3 agonist, PTHR1 ag, Mm-Cpn inhibitor, CCT chaperon mod
CC(=O)NC1C(=O)N(CCN2CCOCC2)c2ccc(Br)cc21 (stereo not given)
    i, -6, -3%, 7%, -2, i, -8%, 0.4
O=C(CSc1cccc[n+]1[O-])Nc1cc(S(=O)(=O)N2CCOCC2)ccc1N1CCOCC1
    i, 16, -1%, 3%, 1, i, -1%, 0.1
O=C(NCc1ccccc1)C1CC(=O)N(C2CCCCC2)C1 (stereo not given)
    i, -7, 10%, 8%, -6, 18%, -1%, -1.1
[O-]/C(=C(\C(=S)Nc1cccc2ccccc12)[n+]1ccccc1)c1ccc(Cl)s1
    i, -2, -14%, -1%, -17, i, -5%, -3.8
COc1ccc(Br)cc1CN1CCCCCC1
    i, -22, -7%, 4%, -22, -11%, -4%, -4.7
COc1cccc(C2C(C(=O)OCc3ccccc3)=C(C)Nc3ncnn32)c1OC (stereo not given)
    i, 7, 0%, -9%, 2, -7%, -1%, -0.1
COc1ccc(CN2CSC(=S)N(Cc3ccccc3)C2)cc1
    i, -1, -9%, 19%, -3, -5%, -1%, -0.9
CC1C(=O)N2CCCc3cc(NS(=O)(=O)c4ccc(F)cc4)cc1c32 (stereo not given)
    i, 4, -2%, 8%, 4, -10%, 0%, -0.9
COc1ccc(S(=O)(=O)N2CCN(C(=O)c3cc(C)oc3C)CC2)cc1OC
    i, -2, 17%, 7%, -5, -50%[inhibitor], 0%, 0.1
O=C(CN1C(=O)c2ccccc2C1=O)c1ccccc1
    i, -8, 14%, -2%, -3, -14%, 0%, -2.0
CCOC(=O)CSc1nnc(Cc2cc(=O)[nH]c(=O)[nH]2)n1-c1cccc(OC)c1
    i, -21, 10%, 4%, 4, i, 1%, 1.2
C#CCn1c(=NC(=O)c2ccc(S(=O)(=O)N3CCc4ccccc4C3)cc2)sc2cc(S(N)(=O)=O)ccc21
    i, -13, 6%, 7%, -4, i, ?, -3.0
CCOC(=O)C1CN(S(=O)(=O)c2ccc(C)cc2)C1
    i, -15, 10%, 4%, -7, i, -4%, -2.1
Nc1c(Cl)cc2c(c1Oc1ccccc1)C(=O)c1ccccc1C2=O
    i, 9, 11%, 16%, 3, i, 2%, 1.0
Cc1ccc(S(=O)(=O)N2CCCCC2)cc1C(=O)OC(C)C(=O)NC1CCCCC1C (stereo not given)
    i, -9, -2%, 3%, -11, -38%[inhibitor], 1%, -0.9
COc1ccc(C(=O)NC2CCCc3c2cnn3-c2cc(F)cc(F)c2)c(OC)n1 (stereo not given)
    i, 7, 1%, -7%, -10, i, -2%, -1.2
O=C(OCC(=O)N1CCCC1=O)c1ccc(Cl)cc1[N+](=O)[O-]
    i, 13, -7%, 2%, 16, i, 2%, 2.5
CCNS(=O)(=O)c1ccc(NC(=O)CC(C)c2ccccc2)cc1 (stereo not given)
    i, 0, -19%, 6%, 12, 23%, -1%, -2.3
O=C(Nc1ccccn1)c1ccc(COc2ccccc2Cl)o1
    i, -5, -2%, 16%, -2, i, 1%, -3.3
CCCC(C)(C)NC(=O)CCCCC(=O)NC(C)(C)CCC
    i, 6, -1%, -10%, -8, 20%, 1%, -2.4

Part of the list above, with bars between the fields.
Structure | Akt phos inh | D3 antag | EPAC2 antagonist | EPAC2 agonist | DRD3 agonist | PTHR1 ag | Mm-Cpn inhibitor | CCT chaperon mod
CCNS(=O)(=O)c1ccc(NC(=O)CC(C)c2ccccc2)cc1 (stereo not given) | i | 0 | -19% | 6% | 12 | 23% | -1% | -2.3
O=C(Nc1ccccn1)c1ccc(COc2ccccc2Cl)o1 | i | -5 | -2% | 16% | -2 | i | 1% | -3.3

Next records:
Results follow in this order: Akt phos inh, D3 antag, EPAC2 antagonist, EPAC2 agonist, DRD3 agonist, PTHR1 ag, Mm-Cpn inhibitor, CCT chaperon mod
O=C(CCl)N1N=C(c2cccs2)CC1c1ccco1 (stereo not given)
    i, -28, -11%, 6%, -10, -21%, 0%, 0.7
Cc1nn(C(=O)c2ccc([N+](=O)[O-])cc2)c(C)c1Br
    i, -10, 6%, 3%, -10, i, -1%, 1.8
CC(C)CN1C=C2C(=O)C(C)(OC(=O)C3CCCC3)C(=O)C=C2C=C1c1ccsc1 (stereo not given)
    i, 0, 0%, 2%, 3, -7%, 1%, -2.0
COc1ccc(NC(=S)Nc2cc(C)[nH]n2)cc1Cl
    i, -26, 2%, 11%, -1, i, 0%, 0.8
Cc1ccc2oc(-c3cccc(NC(=O)/C=C/c4cccc([N+](=O)[O-])c4)c3C)nc2c1
    i, -4, 12%, -5%, -5, -6%, 0%, -0.2
COC(=O)N/N=C/c1cn(CC(C)COc2ccccc2)c2ccccc12 (stereo not given)
    i, 15, ?, 10%, 9, -4%, -2%, 1.0
CCOc1ccccc1-c1cncc(NC)n1
    i, -2, -7%, 7%, -4, i, ·, -1.0
O=C(c1cccnc1)n1nc(-c2ccco2)nc1NCc1cccs1
    i, 0, 6%, 14%, 1, i, -2%, -1.6
COc1ccc(NC(=O)CSCc2cc(=O)n3cc(C)sc3n2)cc1
    i, 4, 4%, 3%, 3, -46%[inhibitor], -2%, -1.3
CCc1ccc(NC(=O)CSc2nc3nc(C)cc(C)n3n2)cc1
    i, 17, -14%, -2%, 8&-6, -57%&-19%[inhibitor], 1%, 0.2
O=C(CNC(=O)c1ccco1)OCc1ccc(Br)cc1
    i, 0, 1%, -2%, -7, -55%[inhibitor], -1%, 0.3
CCSc1nc2ccccc2n1S(=O)(=O)c1ccccc1
    i, -11, -5%, 3%, -1, -8%, 0%, -1.8
COc1ccccc1N1CCN(C2CCCN(C(=O)c3ccsc3)C2)CC1 (stereo not given)
    i, ?, 21%, 11%, -13, 13%, ·, 2.8
CC(C)(C)OC(=O)N1CCC[C@@H]1C(=O)N1CCC[C@@H]1C(=O)NCc1ccccc1Cl
    i, -3, 2%, -1%, 6, -20%, ·, -3.2
COc1ccccc1C1OC(c2cccc([N+](=O)[O-])c2)=NN1C(C)=O (stereo not given)
    i, 1, -8%, 5%, 0, i, -1%, 1.4
COc1ccccc1-c1ccc(Nc2cccc(C(C)=O)c2)nn1
    i, 11, 14%, 8%, -35, i, -5%, -0.2
C[C@]12c3[nH]c4cc(-c5ccco5)ccc4c3CCN1C(=O)[C@@H](CC(=O)NCCC1=CCCCC1)C[C@@H]2C(=O)N1CCOCC1
    i, 7, 0%, 5%, 11, i, -2%, 0.0
O=C(c1cccc(S(=O)(=O)N2CCCCC2)c1)N1CCCCC1
    i, 7, 14%, -3%, 9, -8%[57.5 µM], -1%, 0.0
O=C(O)CCC(=O)N(Cc1cccnc1)Cc1cccc(F)c1
    i, 5, 5%, 9%, 21, -14%, -1%, 2.4
CC(=O)[C@H]1[C@H](C#N)C[C@H]2[C@@H]3CC=C4C[C@@H](O)CC[C@]4(C)[C@H]3CC[C@@]21C
    i, 11, -10%, -1%, 2, -2%, 2%, 0.6

Only DRD3 agonist, CCT chaperon mod and EPAC2 agonist, for five of the compounds above:
| SMILES | DRD3 agonist | CCT chaperon mod | EPAC2 agonist |
| --- | --- | --- | --- |
| C[C@]12c3[nH]c4cc(-c5ccco5)ccc4c3CCN1C(=O)[C@@H](CC(=O)NCCC1=CCCCC1)C[C@@H]2C(=O)N1CCOCC1 | 11 | 0.0 | 5% |
| O=C(c1cccc(S(=O)(=O)N2CCCCC2)c1)N1CCCCC1 | 9 | 0.0 | -3% |
| O=C(CNC(=O)c1ccco1)OCc1ccc(Br)cc1 | -7 | 0.3 | -2% |
| CCSc1nc2ccccc2n1S(=O)(=O)c1ccccc1 | -1 | -1.8 | 3% |
| O=C(O)CCC(=O)N(Cc1cccnc1)Cc1cccc(F)c1 | 21 | 2.4 | 9% |

Next section.
Results follow in this order: Akt phos inh, D3 antag, EPAC2 antagonist, EPAC2 agonist, DRD3 agonist, PTHR1 ag, Mm-Cpn inhibitor, CCT chaperon mod
CC(=O)Nc1ccc(S(=O)(=O)N2CCN(S(=O)(=O)c3cccs3)CC2)cc1
    i, -1, -5%, 5%, 1, i, 0%, -0.5
O=C(NC(=S)N1CCN(C(c2ccccc2)c2ccccc2)CC1)c1ccc(S(=O)(=O)N2CCOCC2)cc1
    i, -14, 7%, 5%, 1, i, 0%, 1.2
COc1cccc(CNC(=O)CS(=O)(=O)Cc2nc(-c3ccc(C)cc3)oc2C)c1OC
    i, -24, -3%, 2%, -3, -61%[inhibitor], -2%, -0.1
Cc1cc(C)c(NC(=O)CCCSc2nnc(N)s2)c(C)c1
    i, 0, 2%, 4%, -4, i, 2%, -2.6
CC(CCc1ccccc1)NC(=O)COc1ccc(S(=O)(=O)N2CCOCC2)cc1[N+](=O)[O-] (stereo not given)
    i, -9, -3%, -2%, 2, -16%, 0%, 1.2
O=C(COC(=O)c1ccccn1)Nc1ccc2c(c1)OCCO2
    i, 3, 3%, -5%, 6, -13%, 1%, -0.4
CCn1c(=O)c2cc(C(=O)NCCN3CCOCC3)sc2c2ccccc21
    i, 18, -4%, 18%, -2, i, 2%, 1.1
CCOc1ccccc1NC(=S)/C(=C(\[O-])c1ccc2c(c1)OCCO2)[n+]1ccc(CC)cc1
    i, ?, -10%, 10%, 2, ?, -2%, -0.4
O=C(COC(=O)Cc1c[nH]c2ccccc12)Nc1cccc(Br)c1
    i, 12, -5%, 21%, 2, -13%, ·, -1.7
CCCCNS(=O)(=O)c1ccc2nc(SCC(=O)c3ccc(C#N)cc3)[nH]c2c1
    i, ?, 11%, -31%[inhibitor], -5, -64%[inhibitor][57.5 µM], -1%, -3.3
COc1ccc(C(=O)/C=C/c2ccc(O)cc2)c(O)c1CC=C(C)C
    i, -67*, 10%, 15%, 13, -24%, 0%, 0.2
COC(=O)C(CC(=O)c1ccc(C)cc1)n1nc(C)cc1C (stereo not given)
    i, 66, -25%, 0%, 2, -6%, 1%, 1.1
O=C(O)Cn1c(=O)c2c(c3ccccc31)CCC2
    i, -10, 1%, 8%, 9, i, 0%, 0.2
C[C@@]12C(=O)N(CC3CC3)CC(=O)N1[C@H](C1CC1)[C@@H]1C(=O)N(c3ccccc3)C(=O)[C@@H]12
    i, -12, 6%, 0%, 6, i, 1%, 1.3

Some of the compounds tested; count on the stated rates, not on these rows.
